Screening data as filed in PubChem.
CDK5 inh: CDK5/p35 (human) kinase inhibition. inhibition, % at 10 µM. 0.01% of 330,000 active. Q00535+Q15078. Recombinant CDK5/p35, ADP-Glo luminescence, 60 min. AID 488839;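 active = highest replicate inhibition of at least 50% and at least 75% of replicates reaching 50%; inconclusive = only one of the two criteria met; inactive = both criteria failed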;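 note: plate controls were DMSO neutral control for no effect and GW8510 at 10 µM for full effect; many of its hits are not listed in these tables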
Target sequence (Q00535 whole entry, looked up): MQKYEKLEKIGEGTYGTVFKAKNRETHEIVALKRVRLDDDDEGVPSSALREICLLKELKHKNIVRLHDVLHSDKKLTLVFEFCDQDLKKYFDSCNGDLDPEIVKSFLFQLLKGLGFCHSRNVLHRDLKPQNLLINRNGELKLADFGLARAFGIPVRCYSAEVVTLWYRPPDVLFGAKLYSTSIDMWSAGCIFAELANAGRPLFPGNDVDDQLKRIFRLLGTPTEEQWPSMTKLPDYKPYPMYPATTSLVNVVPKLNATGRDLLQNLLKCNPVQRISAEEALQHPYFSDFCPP
Target sequence (Q15078 whole entry, looked up): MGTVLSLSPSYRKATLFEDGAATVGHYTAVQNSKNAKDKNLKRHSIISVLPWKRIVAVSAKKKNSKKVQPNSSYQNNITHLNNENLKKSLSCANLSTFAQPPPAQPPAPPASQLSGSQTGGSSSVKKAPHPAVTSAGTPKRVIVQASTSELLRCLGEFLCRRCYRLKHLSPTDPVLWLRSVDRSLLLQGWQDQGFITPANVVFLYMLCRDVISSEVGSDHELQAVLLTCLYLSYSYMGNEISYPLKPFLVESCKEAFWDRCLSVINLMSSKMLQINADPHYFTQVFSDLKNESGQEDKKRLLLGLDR
Rtt109 HAT inh: inhibitors of Candida albicans Rtt109/Vps75 histone acetyltransferase; purified Rtt109/Vps75, ThioGlo CoA-SH fluorescence, 4 h; inhibition, % at 34.9 µM; 0.16% of 330,000 active; AID 540336;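 active = inhibition of at least 50% in every replicate; inconclusive = best replicate reaches 50% inhibition but some replicates fall short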
MITF act: increases MITF-driven TRPM1 promoter luciferase signal. SK-MEL-5 TRPM1-promoter luciferase, 24 h; % of positive control, neutral wells = 0. activation, % at 12.5 µM. 0.75% of 300,000 active. AID 588334;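 active = mean activation of at least 80% with every replicate also reaching 80%; inconclusive = mean reaches 80% but some replicate falls short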;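 note: 0% = neutral control wells and 100% = parthenolide positive control wells; values of inactives mirror those of a sister screen read the other way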
PvdQ acylase: blocks Pseudomonas aeruginosa PvdQ acylase activity. purified PvdQ acylase, fluorescence plate reader. inhibition, % at 10 µM. 0.063% of 340,000 active. AID 488965; in the data active = inhibition above about 30%, passing the limit was not always enough; inconclusive = no clear call, values can overlap the other calls;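 note: 0% = vehicle neutral wells and 100% = reference inhibitor wells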
SR-BI uptake up: SR-BI HDL lipid transfer activation; AID 504775; 0.096% of 320,000 active; CHO ldlA[mSR-BI] cells, DiI-HDL uptake fluorescence, 3 h; 100 = double the neutral-control signal; activation, % at 12.5 µM;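 active = mean replicate activation of at least 60% and every replicate at or above 60%; inconclusive = mean or all-replicate condition met, but not both; inactive = mean below 60% and not all replicates reaching 60%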;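 note: 0% = median plate neutral-control signal and 100% = twice that signal; values of inactives mirror those of a sister screen read the other way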
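System: LDL receptor-deficient CHO ldlA cells overexpressing murine SR-BI | Timing: 3 h uptake period with compound, 37 °C | Medium: HEPES-buffered (25 mM, pH 7.4) F12 plus 0.5% BSA | Dosing: Single-point compound dose | Signal: Bottom-read fluorescence, 550/595 nm | Read-out: Retained DiI signal reflecting DiI-HDL uptake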
HTR5A ag: activates human HTR5A in OPRM1-OPRD1 agonist counter-screen; P47898; activation, % at 9.3 µM; HTR5A agonist assay, luminescence, cell-based; AID 504692; 0.61% of 340,000 active; in the data active = activation mostly above about 9.5%, no sharp cut-off; inactive = mostly below about 7.6%;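 note: 0% = cells with vehicle only and 100% = reference agonist; strong numbers were not always called active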
Target sequence (P47898 whole entry, looked up): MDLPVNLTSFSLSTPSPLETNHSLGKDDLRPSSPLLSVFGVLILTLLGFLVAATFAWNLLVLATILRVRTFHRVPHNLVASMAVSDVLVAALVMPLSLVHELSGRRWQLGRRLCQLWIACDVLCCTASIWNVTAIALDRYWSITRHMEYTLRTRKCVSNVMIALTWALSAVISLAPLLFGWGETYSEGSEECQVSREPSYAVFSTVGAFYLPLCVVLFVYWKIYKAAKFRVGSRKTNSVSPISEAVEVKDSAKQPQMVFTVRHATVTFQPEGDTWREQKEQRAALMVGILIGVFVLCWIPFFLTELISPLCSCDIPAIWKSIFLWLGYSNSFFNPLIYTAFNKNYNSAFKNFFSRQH
SR-BI DiI inh: blocks mouse SR-BI lipid uptake from DiI-HDL; AID 488896; 0.96% of 320,000 active; ldlA[mSR-BI] CHO cells, DiI-HDL uptake fluorescence, 3 h; inhibition, % at 12.5 µM; Q61009;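 active = mean replicate inhibition of at least 70% and a set share of replicates each scoring 70 or more; inconclusive = meets just one of the two criteria; inactive = fails both criteria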;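 note: 0% = median of neutral control wells and 100% = median of positive control wells; values of inactives mirror those of a sister screen read the other way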
Wnt bcat act: activates Wnt/beta-catenin signaling in a reporter cell assay; activator, plate reader; 1.2% of 300,000 active; activation, % at 9.35 µM; in the data active = activation above about 30%, passing the limit was not always enough; inconclusive = no clear call, values can overlap the other calls;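 note: 0% = neutral control wells and 100% = positive control wells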
dFosB activator: activators of mouse delta FosB homodimer; P13346; purified delta FosB, TAMRA-CDK5 oligo fluorescence polarization; percent of positive-control signal above neutral wells; activation, % at 25 µM; 0.99% of 340,000 active; AID 493131;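 active = mean activation above about 17%, with every replicate also reaching it, limit read from the data, passing the limit was not always enough; inconclusive = only one of the two conditions met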;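 note: fluorescence polarization rise as delta FosB binds a TAMRA Cdk5 AP-1 oligo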
cardiac RTF act: cardiac RTF calcium sensitization. activation, % at 7.2 µM. P19429+P45379. 0.24% of 340,000 active. AID 493008. IANBD-labeled TnC RTF fluorescence at EC20 calcium; 0% EC20 calcium, 100% full calcium;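 active = activation above the mean over all tested compounds plus 3 SD, cut at about 30% in these data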;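 note: rise in fluorescence read as greater calcium sensitivity of cardiac thin filaments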
The depositor's hits bear a star; u = inconclusive; x = not tested or not shown. Hits appear at their usual frequency. About 4.4% of those tested had a hit in this group.

smiles	cardiac RTF act	Wnt bcat act	dFosB activator	CDK5 inh	PvdQ acylase	MITF act	HTR5A ag	SR-BI uptake up	Rtt109 HAT inh	SR-BI DiI inh
CCN(CC)c1ccc(S(=O)(=O)N2CCCCC2)cc1NC(=O)C1CCC1	0	5	-3	-2.1	-5	6	2	-9	5	9
COc1cc(/C=C(\C#N)C(=O)NCC2CCCO2)ccc1OCC(N)=O (stereo not given)	7	1	-7	-2.5	-6	6	0	42	8	-42
COc1ccc(N(CC(=O)N/N=C/c2cccnc2)S(=O)(=O)c2ccc(C)cc2)cc1OC	1	1	-12	1.8	-10	7	5	24	-2	-24
COc1ccc(CNC(=O)CSc2nnc3c(n2)[nH]c2ccccc23)cc1	0	-3	1	0.2	6	-5	4	11	1	-11
COc1cc(C(=O)Nc2cc(C)c(OCC(=O)N3CCOCC3)c(C)c2)cc(OC)c1OC	-4	x	-9	1.4	-2	-1	1	-15	-5	15
CC(=O)c1c(C)[nH]c(C(=O)OCC(=O)NCc2cccs2)c1C	-2	17	-7	-0.1	-3	19	3	14	-4	-14
O=C(c1ccco1)N1CCN(C(=O)c2cc(-c3ccccc3F)no2)CC1	-4	1	-8	-0.5	-16	61	-3	-4	3	4
COC(=O)CCN(C(=O)c1ccc(Cl)c([N+](=O)[O-])c1)c1ccccn1	1	33*	2	2.3	-27	-20	3	-9	12	9
CCn1c(=S)sc2c(=O)n(-c3ccccc3)c(SCC(=O)NCc3ccco3)nc21	-5	x	-2	5.7	6	-22	0	23	-4	-23
CCC1CCCCN1C(=O)CSc1nc(N)cc(N)n1 (stereo not given)	6	-2	-7	1.4	8	x	-2	-1	-9	1
CCN(CC)S(=O)(=O)c1cc(NC(=O)c2ccc3c(c2)NC(=O)C(C)S3)ccc1C (stereo not given)	0	-7	-4	1.7	-12	-24	10	-51	6	51
Oc1ccccc1N1CCN(CC(O)COCc2ccccc2Cl)CC1 (stereo not given)	-5	-1	-5	0.2	6	-7	-3	-1	x	1
O=C(CCc1nc2ccccc2s1)OCc1ccccc1	-2	x	4	0.8	-16	-3	4	26	0	-26
O=C(NCc1ccccc1)c1ncn(Cc2ccccc2)c1C(=O)NCc1ccccc1	-3	-4	-7	3.2	-15	0	0	1	-3	6
COc1ccc(N2CCN(c3nc4ccccc4nc3NS(=O)(=O)c3ccccc3)CC2)cc1	-4	-1	-6	-1.6	10	2	0	-25	16	25
Cn1c(/C=C/c2cccc([N+](=O)[O-])c2)nc2ccccc2c1=O	1	-2	0	1.6	-9	7	0	3	-1	-3
Cc1ccc(NC(=O)CCOc2ccccc2C)cc1F	1	3	-14	-4.6	-8	57	1	0	8	0
CCCCCCC(=O)Nc1ccc(C(=O)N/N=C/c2cccnc2)cc1	-2	-6	9	-0.6	-4	3	-1	-76	-3	u
O=C(COC(=O)c1ccccc1O)NCc1ccccc1Cl	4	1	-6	-0.1	-9	11	0	6	-1	-6
O=C(CCN1CCN(c2ccccc2)CC1)Nc1ccccc1F	8	x	-10	0.1	0	x	-2	-2	2	2

(further entries)
smiles	cardiac RTF act	Wnt bcat act	dFosB activator	CDK5 inh	PvdQ acylase	MITF act	HTR5A ag	SR-BI uptake up	Rtt109 HAT inh	SR-BI DiI inh
CCCOC(=O)C1C2C=CC(C2)C1C(=O)OCC(=O)c1ccccc1 (stereo not given)	1	x	-1	-1.4	0	x	0	-7	x	7
Cc1cc(Nc2nc3ccccc3nc2Cl)n(-c2ccccc2C)n1	-1	x	-10	-2.7	8	-17	-3	-5	1	5
O=c1c2ccccc2cnn1Cc1cccc(Br)c1	8	-1	9	-0.6	0	8	1	-6	6	6
CCN(CC)CCCNC(=O)C1c2ccccc2C(=O)N(C)C1c1ccc(OC)cc1 (stereo not given)	2	x	3	5.8	-4	0	1	31	6	-31
CC1(C)Cc2c(cnn2-c2ccc(F)cc2)C(NC(=O)C2=NNC(=O)CC2)C1 (stereo not given)	1	-1	-9	x	-9	31	5	-15	2	15
CCn1c(SC(C)C(=O)O)nnc1-c1cccnc1 (stereo not given)	0	x	-5	3.4	-10	5	-1	11	-29	-11
CCOC(=O)c1csc(NC(=O)c2ccc3c(c2)OCCO3)n1	-1	x	-22	-4.1	8	32	0	-55	7	55
Cc1cc(C)c(C(=O)OCC(=O)NC(=O)c2ccccc2)c(C)c1	-2	-1	3	1.1	-12	-3	6	12	1	-12
Cc1nc2ncnn2c(C)c1CCC(=O)N1CCCCC1	3	7	-8	0.3	-2	x	3	13	-8	-13
CCOCCCNC(=O)c1cn2c3c(ccc(Cl)c3c1=O)OC(C)C2 (stereo not given)	-4	1	-4	0.5	-9	-5	0	x	5	x
O=C(c1cccs1)N1CC=C(c2ccccc2)CC1	-1	12	-5	1.7	-11	34	1	14	2	-14
Cc1ccccc1S(=O)Cc1ccc(C(=O)NC2CCN(Cc3ccccc3)CC2)o1 (stereo not given)	-5	0	-2	-2.5	-13	-7	0	-2	2	2
Cc1cc(Cl)ccc1-n1c(-c2cccnc2)n[nH]c1=S	-2	-1	6	1.2	3	-6	-10	17	1	-17
COc1cccc(CNC2CCCc3ccccc32)c1OC (stereo not given)	2	2	4	0.4	-8	0	-3	5	x	-5
O=C(COc1ccc(Cl)cc1)NCCCn1ccnc1	7	x	-5	1.2	-17	1	0	18	3	-18
COc1ccccc1Nc1nc2ccccc2[nH]1	-3	x	2	0.9	-5	56	-2	-11	2	11
Cc1ccnc(NS(=O)(=O)c2ccc(N3C(=O)Nc4ccccc4N3O)cc2)c1	6	5	-3	0.1	8	6	-2	21	x	-21
CC(C)(C)c1cc(C(=O)NNC(=O)Nc2cccc(Cl)c2)n(Cc2ccccc2)n1	-2	0	5	0.8	-4	-7	4	14	-1	-14
CC(=O)Nc1nc(C)c(Oc2ccc(Cl)cc2Cl)c(=O)[nH]1	2	x	0	1.1	-10	-6	-1	x	-3	-21
O=S(=O)(SC1=NCCN1)c1ccccc1	-3	-1	2	0.0	-6	8	1	-17	-6	17

Later entries.
smiles	cardiac RTF act	Wnt bcat act	dFosB activator	CDK5 inh	PvdQ acylase	MITF act	HTR5A ag	SR-BI uptake up	Rtt109 HAT inh	SR-BI DiI inh
Cc1ccc(S(=O)(=O)Nc2csc(C)c2C(=O)O)cc1	x	-1	-6	-1.3	6	x	x	15	19	-15
COc1ccc(CC(=O)Nc2ccc(N3CCCCC3)cc2)cc1	-4	4	-5	0.4	13	11	1	-43	9	43
CCc1c(O)cc(=O)n(-c2ccccc2)c1-c1ccccc1	-1	-7	-6	-0.1	-6	-7	7	4	-1	-4
O=S(=O)(Cc1ccccc1)NCC1CCCO1 (stereo not given)	-1	x	-1	1.9	4	2	3	18	3	-18
CCc1ccc(NC(=O)CNC(=O)c2cn(-c3ccccc3OC)c(=O)c3ccccc23)cc1	-3	x	-4	-0.3	-1	2	3	-9	9	9
COC(=O)[C@H]1C[C@@H](c2ccccc2)[C@H](C)C1(C)C	-2	2	4	1.6	1	-7	0	15	-6	-15
CC(=O)c1cccc(N(CC(=O)NC2CCCC2)C(=O)CNC(=O)c2cccs2)c1	-1	-1	-7	-1.1	0	7	9	x	-10	x
CCN1CCN(Cc2cccc(Oc3ccc(Cl)cc3)c2)CC1	-4	0	-7	-0.6	3	-4	-3	9	6	-9
N#Cc1c(SCC(=O)Nc2nccs2)nc2c(c1-c1ccco1)CCCC2	3	x	-7	-1.4	-16	7	-3	x	-3	x
CCCC(C)C(=O)Nc1cc(S(=O)(=O)N2CCCCC2)ccc1N1CCOCC1 (stereo not given)	-2	-1	0	-0.6	17	-1	4	46	-6	-46
O=C(Nc1ccncc1)c1cc(-c2ccccn2)nc2ccccc12	6	-3	-4	0.4	-10	-18	3	-15	-8	15
Cc1cccc(NC(=O)c2ccc(S(=O)(=O)N3CCOCC3)cc2)n1	3	0	0	-3.6	-4	17	5	-3	-3	3
CCC(=O)Nc1ccc(-c2csc(C)n2)cc1	-2	9	-6	-0.1	0	39	3	-7	42	7
[O-]/[N+](=C\c1ccccc1)c1ccccc1	0	6	7	1.9	-6	47	-1	26	1	-26
COc1ccc(N(CC(=O)NCC2CCCO2)C(=O)CCC(=O)Nc2nccs2)cc1 (stereo not given)	3	-4	-2	4.3	22	15	2	7	4	-7
O=c1cc(CSc2nnnn2-c2ccccc2)[nH]c2[nH]n(-c3ccccc3)c(=O)c12	-1	x	0	-3.0	2	6	2	11	-2	-11
CCOc1ccc(OCC(=O)Nc2ccc(OC)cc2)cc1	-2	x	-9	1.0	7	2	-1	13	6	-13
CCOC(=O)C[N+](CC)(CC)CC#Cc1ccccc1	-1	x	1	-2.0	-4	-11	1	27	14	-27
CC(=O)Nc1ccc(NC(=O)C2CC(=O)N(Cc3ccccc3)C2)cc1 (stereo not given)	1	-3	2	-0.1	2	13	-1	-9	8	9
O=C(c1ccco1)N1CCN(C(c2ccccc2Cl)c2nnnn2CC2CCCO2)CC1 (stereo not given)	1	x	2	-1.5	1	-7	0	-2	3	2
CCN(CC)S(=O)(=O)c1ccc2c(c1)nc(CCC(=O)Nc1ccc3c(c1)OCO3)n2C	16	x	1	2.8	-2	1	-4	-36	-4	36
